Compound activity from PubChem BioAssay.
NPSR antag: antagonists of human neuropeptide S receptor cAMP signaling; Potency, µM (top dose mostly 38.3 µM), for the others: top-dose activity change, negative = inhibition, actives largely listed as inhibitors; CHO-NPSR cells, cAMP TR-FRET, antagonist mode; actives 1% (n = 220,000); AID 1461; Q6W5P4; also: potency is read from the fitted curve at half-maximal effect; % is scaled to controls: 0 for no effect and ±100 for the full control effect; nearly all actives have a fitted effect of over 50% in size; many of its hits are not listed in these tables
Target sequence (Q6W5P4 whole entry, looked up): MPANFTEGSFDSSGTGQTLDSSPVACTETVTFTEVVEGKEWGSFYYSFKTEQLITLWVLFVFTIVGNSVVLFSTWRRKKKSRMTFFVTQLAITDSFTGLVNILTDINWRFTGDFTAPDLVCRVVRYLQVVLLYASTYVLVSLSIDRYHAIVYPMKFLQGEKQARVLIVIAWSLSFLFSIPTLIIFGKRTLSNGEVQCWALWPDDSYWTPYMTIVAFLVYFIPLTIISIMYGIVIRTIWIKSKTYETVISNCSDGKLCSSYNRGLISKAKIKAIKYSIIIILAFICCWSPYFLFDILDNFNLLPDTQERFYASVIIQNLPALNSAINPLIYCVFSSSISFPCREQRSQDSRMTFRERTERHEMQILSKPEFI
CBFb-RUNX1 inh: blocks binding between human CBF-beta and RUNX1; 230,000 tested, under 10 active; AlphaScreen CBFb-His/RUNX1-biotin binding, biochemical; Q01196+Q13951; Potency, µM (top dose mostly 59.8 µM), for the others: at the highest dose activity, negative = inhibition, actives largely listed as inhibitors; also: % of control where 0% means no effect
Target sequence (Q01196 whole entry, looked up): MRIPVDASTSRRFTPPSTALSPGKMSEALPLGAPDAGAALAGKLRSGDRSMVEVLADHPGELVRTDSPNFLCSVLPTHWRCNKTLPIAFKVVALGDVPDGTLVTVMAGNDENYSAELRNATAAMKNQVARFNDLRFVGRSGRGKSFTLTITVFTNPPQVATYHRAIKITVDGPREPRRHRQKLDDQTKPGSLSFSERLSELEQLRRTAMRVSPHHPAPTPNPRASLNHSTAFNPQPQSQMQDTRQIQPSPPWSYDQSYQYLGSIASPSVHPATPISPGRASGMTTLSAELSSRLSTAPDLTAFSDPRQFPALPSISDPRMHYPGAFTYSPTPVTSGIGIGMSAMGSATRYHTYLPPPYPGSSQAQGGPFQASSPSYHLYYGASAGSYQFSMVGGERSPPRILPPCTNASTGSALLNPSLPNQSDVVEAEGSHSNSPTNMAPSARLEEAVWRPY
Target sequence (Q13951 whole entry, looked up): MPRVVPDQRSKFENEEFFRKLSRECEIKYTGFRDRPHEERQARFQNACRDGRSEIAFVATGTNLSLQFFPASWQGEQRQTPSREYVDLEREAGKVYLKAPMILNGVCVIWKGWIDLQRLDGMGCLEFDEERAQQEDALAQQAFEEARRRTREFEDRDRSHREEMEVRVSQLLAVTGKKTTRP
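Interaction loss through any mechanism counts as activity. Pre-formed complex of His-CBF-beta and biotin-RUNX1 (30 nM apiece) is incubated with compound 15 min, then with 50 ng nickel and 50 ng streptavidin beads for 90 min before AlphaScreen detection.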
aGal spleen mod: alpha-galactosidase A (human) modulation | AID 2107 | actives 0.008% (n = 240,000) | human spleen homogenate, 4MU-alpha-Gal fluorescence, 40 min | Potency, µM (titrated, usually from 80 µM), for inactives: top-dose activity change, negative = inhibition, usual class: inhibitors;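 also: potency is read from the fitted curve at half-maximal effect; 0% = enzyme with vehicle and -100% = no enzyme basal signal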
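Human spleen homogenate (1 ug) was the enzyme source, with 4-methylumbelliferyl-alpha-D-galactopyranoside (1 mM final) in pH 5.0 citrate buffer with 0.01% Tween-20. Compounds were titrated; after 40 min at 37C, NaOH/glycine stop, 4-MU fluorescence read; AC50 from Hill fits.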
IMPase Li inh: cell-permeable IMPase inhibitors with lithium potentiation | actives 0.35% (n = 210,000) | Potency, µM (titrated, usually from 59.4 µM), inactives show at the top dose activity, negative = IMPase inhibition, actives largely listed as inhibitors | CHO-M1 cells, IP1 TR-FRET (IP-One), carbachol + lithium;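 also: IP1 builds up when IMPase is blocked and the TR-FRET signal falls; potency is read from the fitted curve at half-maximal effect; plate controls were basal vehicle for no effect and high inhibitor control for full effect; nearly all actives have a fitted effect of over 50% in size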
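Lithium-sensitised IP1 accumulation assay; M1-expressing CHO cells treated 30 min at 37C with compound. Competitive antibody detection by time-resolved FRET followed a 10 min room-temperature lysis step.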
Epigenetic derep: regulators of epigenetic silencing causing reporter derepression in mouse cells | murine LDR cells, GFP reporter derepression, 30 h | Potency, µM (doses to about 53.9 µM), for inactives: at the highest dose GFP activation, hits mostly activators | actives 0.2% (n = 280,000) | AID 1865; also: potency is read from the fitted curve at half-maximal effect; % of control where 0% means no effect; nearly all actives have a fitted effect of over 60% in size
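Derepression of a silenced CMV-GFP reporter in murine LDR cells is scored by enumerating GFP-positive cells with a laser-scanning microplate cytometer after 30 hours of treatment at 37 C.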
LMNA splice mod: modulators of lamin A splicing; actives 0.01% (n = 200,000); Potency, µM (top dose mostly 46.1 µM), without a hit: top-dose ratio change, negative = inhibition, usual class: inhibitors; AID 1487; HeLa LMNA splicing GFP/RFP minigene ratio, 48 h; active = well fitted inhibition curve with a large enough effect in the signal ratio, with a control signal flat, not every such curve was filed as active; inconclusive = small, poorly fitted or top-dose-only effect, or effect the other way, or a change in a side signal; the % refers to the signal ratio; also: potency is read from the fitted curve at half-maximal effect; % is scaled to controls: 0 for no effect and ±100 for the full control effect
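S3 HeLa cells stably expressing lamin A-EGFP splicing minigene plus DsRed2, 600 cells/well, 48 h compound exposure at 37C. Laser-scanning cytometry; analysed as GFP (500-530 nm)/RFP (575-640 nm) total intensity ratio; 0.5% DMSO vehicle.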
KinaseGlo FLuc: Kinase-Glo luciferase inhibition (counter-screen). Potency, µM (doses to about 38.3 µM), for the others: at the top dose activity change, negative = inhibition, actives largely listed as inhibitors. Kinase-Glo luciferase, ATP luminescence, 8 min. Q27757. AID 1379. actives 0.28% (n = 200,000); also: potency is read from the fitted curve at half-maximal effect; % is scaled to controls: 0 for no effect and ±100 for the full control effect; nearly all actives have a fitted effect of over 60% in size
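Kinase-Glo luciferase light output from ATP and luciferin was measured with 10 uM ATP, within the enzyme's linear range. Buffer: 50 mM imidazole pH 7.2, 50 mM KCl, 7 mM MgCl2, 0.01% Tween 20, 0.05% BSA; luminescence read after 8 min at ambient temperature.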
Active calls of the source: *; ? = inconclusive; nt = not tested or not shown; [ ] = remark or other dose. Unless noted, calls follow the shape of the dose curve; as a rule, active = well fitted curve in the direction sought with a large enough effect; inconclusive = small, poorly fitted or top-dose-only effect, or another doubt; inactive = no such curve, though single readings can be large; an effect the other way counts as inactive or inconclusive. A portion of the library. The share of hits here may be higher or lower than overall.

Order of results – NPSR antag	CBFb-RUNX1 inh	aGal spleen mod	IMPase Li inh	Epigenetic derep	LMNA splice mod	KinaseGlo FLuc
#1 O=S(=O)(c1ccc(F)cc1)N1CCN=C1SCc1cccnc1
→ 23%	2%	-3%	4%	-3.9%	1%[9.22 µM]	1%
#2 CCc1cc2c(=O)c(-c3nc4ccccc4n3C)c(C)oc2c(CN2CCCCC2)c1O
→ 5%	1%	11%	nt	0.9%	nt	nt
#3 O=C(NCc1ccc2c(c1)OCO2)C1CC(c2ccc(Cl)c(Cl)c2)=NO1 (configuration not stated)
→ 20%[46.1 µM]	-1%	6%	-8%[38.3 µM]	-1.1%	3%	0%
#4 O=C(C1CCC1)N1CCc2cc(S(=O)(=O)N3CCN(c4ccccn4)CC3)ccc21
→ -29%[46.1 µM]	?	-9%	38%[activator][38.3 µM]	2.0%	?	3%
#5 COc1ccc(OC)c(C2Nc3nc4ccccc4n3C(C)=C2C(=O)Nc2ccc(C)cc2C)c1 (configuration not stated)
→ ?	-8%	2%	42%[activator][38.3 µM]	-2.7%	-27%	-2%
#6 COC(=O)c1cc(OC)c(OC)cc1-n1cnc2cc(OC)c(OC)cc2c1=O
→ -10%[46.1 µM]	2%	6%	3%[38.3 µM]	0.9%	-5%	-1%
#7 Cn1ncc(Cl)c(Oc2ccccc2)c1=O
→ 2%[46.1 µM]	3%	3%	14%[38.3 µM]	-1.1%	4%	0%
#8 Cc1cc(=O)n(C)c(=O)n1CCCCCCN1CCCC1
→ 13%	-2%	5%	8%	0.0%	-4%	3%
#9 CCOC(=O)Cc1c(C)c2c(C)[nH]nc2oc1=O
→ 11%[46.1 µM]	-1%	-1%	18%[38.3 µM]	0.0%	-5%	0%
#10 NC(=S)N/N=C/c1ccc2c(c1)OCCO2
→ 4%	1%	-3%	-3%	-1.0%	nt	0%

Continued (two carried over from the part before).
Order of results – NPSR antag	CBFb-RUNX1 inh	aGal spleen mod	IMPase Li inh	Epigenetic derep	LMNA splice mod	KinaseGlo FLuc
#9 CCOC(=O)Cc1c(C)c2c(C)[nH]nc2oc1=O
→ 11%[46.1 µM]	-1%	-1%	18%[38.3 µM]	0.0%	-5%	0%
#10 NC(=S)N/N=C/c1ccc2c(c1)OCCO2
→ 4%	1%	-3%	-3%	-1.0%	nt	0%
#11 Cn1c(=O)c(=O)n(C)c2cc(S(=O)(=O)NCc3ccc(Cl)cc3)ccc21
→ 6%	13%	0%	?	1.1%	?	1%
#12 COC(=O)/C=C1\N/C(=N\c2nc(C)cc(C)n2)N(c2ccc(Cl)cc2)C1=O
→ 9%	-2%	-7%	nt	7.3%	nt	nt
#13 Cc1ccc(-c2ccc(SCC(=O)N3CCc4ccccc43)nn2)cc1
→ -15%[46.1 µM]	3%	-6%	12%	0.0%	-5%	-3%
#14 COC(=O)C1CSc2[nH]c(=O)sc2C1c1ccc(OC)c(OC)c1 (configuration not stated)
→ -10%[46.1 µM]	6%	2%	-11%[38.3 µM]	-0.9%	-8%	-3%
#15 Cc1ccc(NC(=O)NCCCc2ccccc2)cc1
→ -12%[46.1 µM]	8%	6%	16%[38.3 µM]	-2.9%	8%	1%
#16 CCOc1ccccc1C(=O)NC1CC2CCCC(C1)N2Cc1nnnn1Cc1ccco1 (configuration not stated)
→ -2%[7.67 µM]	-5%	4%	7%[38.3 µM]	-0.9%	?	-4%
#17 COc1cccc(CNC(=O)Cn2cccc2)c1
→ -9%[46.1 µM]	4%	-5%	5%[38.3 µM]	1.3%	-2%	0%
#18 COC(=O)c1cc(NC(=O)Cc2ccccc2[N+](=O)[O-])cc(C(=O)OC)c1
→ -23%[46.1 µM]	6%	1%	-4%	-0.9%	-13%	3%
#19 CCCCN1CCc2c([nH]c3ccc(C)cc23)C1=O
→ -28%[46.1 µM]	3%	1%	-28%[38.3 µM]	8.3%	7%	-3%
#20 CC1=CCC2C(=O)N(c3ccc4ccccc4n3)C(=O)C2C1 (configuration not stated)
→ 9%[46.1 µM]	11%	5%	-10%[38.3 µM]	-0.6%	4%	5%
#21 CCOc1ccccc1N1CCN(CC(=O)Nc2nnc(CC)s2)CC1
→ -14%[46.1 µM]	-2%	-2%	3%	1.2%	-6%	-4%
#22 COCCCNC(=O)c1ccccc1Oc1ccccc1
→ -13%[46.1 µM]	5%	2%	-9%[38.3 µM]	-0.9%	13%	1%
#23 COCC(=O)NCCc1nc2ccccc2[nH]1
→ -3%[46.1 µM]	0%	10%	-2%[38.3 µM]	0.0%	?	7%
#24 CCOC(=O)CN(C(=O)CNC(=O)c1cccs1)C(C(=O)NC1CCCC1)c1ccncc1 (configuration not stated)
→ 0%	-1%	8%	-3%	-0.2%	nt	-2%
#25 Cc1cc(C(=O)Cn2cncn2)c(C)n1CCc1ccc(F)cc1
→ -15%[46.1 µM]	-8%	1%	7%	0.0%	?	3%
#26 O=c1c(C=NCc2cccnc2)c(C(F)(F)F)[nH]n1-c1nc2ccccc2s1
→ 32%	-9%	-3%	12%	-0.1%	-11%[46 µM]	-6%
#27 CCOC(=O)c1ccc(S(=O)(=O)N2CCN(C)CC2)cc1
→ 5%[46.1 µM]	9%	5%	2%[38.3 µM]	-2.2%	-1%	-5%
#28 O=C(c1cc(-c2ccccc2)nc2ccccc12)N1CCc2ccccc2C1
→ -43%	-8%	3%	-1%	-0.9%	?	0%
#29 O=C(CCc1ccccc1)NCC(=O)N/N=C/c1ccc2c(c1)OCO2
→ 4%	11%	-4%	0%	-1.2%	6%	-1%
#30 O=C(Nc1ccc(N2CCCCC2)cc1)c1cccnc1
→ -16%[46.1 µM]	-14%	13%	15%[38.3 µM]	0.9%	-2%	-1%
#31 COc1ccc(N2CSC3=C(C#N)C(c4ccc(OC)c(OC)c4)CC(=O)N3C2)c(OC)c1 (configuration not stated)
→ -3%[46.1 µM]	-9%	1%	-11%[38.3 µM]	0.8%	1%	-4%
#32 COc1ccc(NC(=O)CNS(=O)(=O)c2ccccc2)cc1Cl
→ -5%[46.1 µM]	3%	-7%	6%[38.3 µM]	0.0%	-9%	2%
#33 COc1cc(OC)cc(-n2nc(C(=O)NCCCN3CCOCC3)c3ccccc3c2=O)c1
→ -3%[46.1 µM]	-4%	3%	19%[38.3 µM]	0.0%	-3%	2%
#34 CCOC(=O)Nc1ccc(NC(=O)OCC)cc1
→ -1%[46.1 µM]	-2%	5%	-15%[38.3 µM]	-0.1%	3%	-3%
#35 O=C1[C@@H]2C(c3ccc(F)cc3)=NO[C@@H]2C(=O)N1Cc1ccccc1
→ -16%	2%	1%	nt	2.8%	nt	nt
#36 CC(CSc1nc2ccccc2s1)Cn1c(N2CCCC2)nc2c1c(=O)[nH]c(=O)n2C (configuration not stated)
→ -26%[46.1 µM]	1%	-1%	10%	-0.9%	1%	1%
#37 CCCc1nnc(NC(=O)CC(=O)Nc2ccccc2C(=O)O)s1
→ 7%[46.1 µM]	-2%	7%	10%[38.3 µM]	-0.7%	5%	-6%
#38 CC1=Nc2ccc(C)cc2N(Cc2ccccc2)C(=O)C1
→ -11%[46.1 µM]	1%	0%	9%[38.3 µM]	-5.7%	-3%	-2%
#39 CCOC(=O)C1CCCN(C(=O)/C=C/c2ccc(Cl)cc2)C1 (configuration not stated)
→ 14%	-3%	-12%	4%	-0.1%	10%[46 µM]	3%
#40 COc1ccc(-c2cc(C(=O)OCC(=O)c3cccc([N+](=O)[O-])c3)c3cc(C)ccc3n2)cc1
→ 2%	5%	5%	-5%	1.0%	1%	-4%

Random excerpt: 6 records from the list
Order of results – NPSR antag	CBFb-RUNX1 inh	aGal spleen mod	IMPase Li inh	Epigenetic derep	LMNA splice mod	KinaseGlo FLuc
#38 CC1=Nc2ccc(C)cc2N(Cc2ccccc2)C(=O)C1
→ -11%[46.1 µM]	1%	0%	9%[38.3 µM]	-5.7%	-3%	-2%
#6 COC(=O)c1cc(OC)c(OC)cc1-n1cnc2cc(OC)c(OC)cc2c1=O
→ -10%[46.1 µM]	2%	6%	3%[38.3 µM]	0.9%	-5%	-1%
#32 COc1ccc(NC(=O)CNS(=O)(=O)c2ccccc2)cc1Cl
→ -5%[46.1 µM]	3%	-7%	6%[38.3 µM]	0.0%	-9%	2%
#15 Cc1ccc(NC(=O)NCCCc2ccccc2)cc1
→ -12%[46.1 µM]	8%	6%	16%[38.3 µM]	-2.9%	8%	1%
#10 NC(=S)N/N=C/c1ccc2c(c1)OCCO2
→ 4%	1%	-3%	-3%	-1.0%	nt	0%
#37 CCCc1nnc(NC(=O)CC(=O)Nc2ccccc2C(=O)O)s1
→ 7%[46.1 µM]	-2%	7%	10%[38.3 µM]	-0.7%	5%	-6%

Going on with the list:
Order of results – NPSR antag	CBFb-RUNX1 inh	aGal spleen mod	IMPase Li inh	Epigenetic derep	LMNA splice mod	KinaseGlo FLuc
#41 Cc1cc2nc(C)n(CCCNC(=O)Nc3ccc(C#N)cc3)c2cc1C
→ -12%[46.1 µM]	-4%	0%	40%[activator][38.3 µM]	0.0%	-17%	1%
#42 COc1ccccc1CN(C)C(=O)C1(c2ccc(Cl)cc2)CC1
→ -9%[46.1 µM]	2%	7%	9%	1.1%	-5%	2%
#43 COc1ccc(/C=C(\NC(=O)c2ccccc2)C(=O)NNC(=O)CCN2CCOCC2)cc1
→ -4%	1%	7%	-1%	-5.5%	-6%[46 µM]	1%
#44 CCn1c(SCC(=O)N2CCN(c3ccccc3)CC2)nnc1-c1ccncc1
→ 2%[46.1 µM]	0%	4%	-1%	-0.8%	0%	-2%
#45 CCC(CC)C(=O)OCC(=O)NC12CC3CC(CC(C3)C1)C2
→ -10%[46.1 µM]	-1%	2%	8%[38.3 µM]	-1.7%	6%	17%
#46 Cc1cc(C)c2nc(N3CCCC(C(=O)N4CCC(C(N)=O)CC4)C3)sc2c1 (configuration not stated)
→ 9%[46.1 µM]	-1%	-3%	7%[38.3 µM]	5.9%	12%	4%
#47 COC(=O)c1nn(-c2nc(-c3ccc(OC)c(OC)c3)cc(C(F)(F)F)n2)cc1[N+](=O)[O-]
→ -13%	-1%	-2%	3%	0.0%	?	10%
#48 Cc1ccc(OCc2nn3c(-c4ccco4)nnc3s2)cc1
→ -20%[46.1 µM]	4%	0%	nt	-5.3%	-12%	nt
